Screening data (PubChem)
TrxR1 substrate – rat thioredoxin reductase 1 substrate activity; O89049; purified TrxR1 substrate turnover, NADPH consumption readout; Potency, µM (highest dose often 114 µM), for the others: at the top dose activity change, negative = substrate turnover; 0.01% of 390,000 active; note: potency is the fitted concentration of half-maximal effect; % is set by controls: 0 for no effect and ±100 for the full control effect; nearly all actives have a fitted effect of over 50% in size
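Rat TrxR1, dispensed at 90 nM, was prereduced with 400 uM NADPH (final) for 5 min at ~22 deg C, then incubated with compound 15 min before 400 uM selenite. A first-read NADPH fluorescence drop versus no-compound background flagged substrates.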
PI4K2A block – PI4K2A (human) kinase inhibition; Q9BTU6; purified PI4K2A, ADP-Glo luminescence, 1 h; hits give low values; activity change, negative = inhibition, % at 76.9 µM; 0.13% of 420,000 active; AID 1346378; in the data active = activity change below about -50%; inconclusive = mostly about -30% to -49%;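 note: -100% = wells without enzyme as full effect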
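In this quantitative HTS, ADP production by PI4K2A was quantified luminescently after 1 h at ambient temperature; 100 microM adenosine served as plate-quality control.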
RXFP1 ag – agonists of human relaxin receptor RXFP1; 0.3% of 370,000 active; Q9HBX9; AID 2676; Potency, µM (doses to about 57.5 µM), without a hit: at the highest dose activation, actives largely listed as activators; HEK293T-RXFP1 cAMP TR-FRET, 30 min; response scale: percent of porcine relaxin response, buffer zero; note: potency is the fitted concentration of half-maximal effect; % is set by controls: 0 for no effect and ±100 for the full control effect; nearly all actives have a fitted effect of over 60% in size; many of its hits are not listed in these tables
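HEK293T cells stably expressing RXFP1 were pretreated with the PDE4 inhibitor Ro 20174, exposed to compounds for 30 min at 37C, lysed, and cAMP was read by TR-FRET. Data normalized to buffer (basal) and 29 nM porcine relaxin (100%).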
Vif-A3F inh – Vif-A3F binding inhibition; HeLa A3F-eYFP + Vif (tagged APOBEC3F with the HIV-1 protein that degrades it), YFP fluorescence increase; Potency, µM (titrated, usually from 46.1 µM), for the others: at the top dose activity, negative = active; 0.2% of 390,000 active; note: potency is the fitted concentration of half-maximal effect; % of control where 0% means no effect; nearly all actives have a fitted effect of over 65% in size
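Fluorescence increase (Ex 488/Em 500-530) after overnight compound treatment at 37 deg C flags inhibition of Vif-driven A3F-eYFP loss in stable HeLa A3F-eYFP/Vif cells seeded overnight beforehand.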
mIDH1 inhibitor – human IDH1 R132H inhibition. 0.093% of 390,000 active. Potency, µM (top dose mostly 76.6 µM), without a hit: at the highest dose activity change, negative = inhibition, most hits filed as inhibitors. IDH1-R132H enzyme, NADPH consumption, diaphorase/resazurin fluorescence. O75874; note: potency is the fitted concentration of half-maximal effect; % is set by controls: 0 for no effect and ±100 for the full control effect; nearly all actives have a fitted effect of over 65% in size
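IDH1-R132H (0.5 ug/mL dispensed) in pH 7.5 Tris buffer was preincubated 30 min with compound, then given a substrate mix of 0.016 mM NADPH and 2 mM alpha-KG for 80 min at room temperature; remaining NADPH was read by diaphorase/resazurin fluorescence.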
USP1-UAF1 inh – inhibitors of human USP1/UAF1 deubiquitinase | recombinant USP1/UAF1, Ub-Rhodamine cleavage fluorescence | Potency, µM (titrated, usually from 57.1 µM), without a hit: at the top dose activity change, negative = inhibition, usual class: inhibitors | 0.23% of 390,000 active | AID 743255; note: potency is the fitted concentration of half-maximal effect; % is set by controls: 0 for no effect and ±100 for the full control effect; nearly all actives have a fitted effect of over 60% in size; inactives centre near -12
Target sequence (O94782 whole entry, looked up): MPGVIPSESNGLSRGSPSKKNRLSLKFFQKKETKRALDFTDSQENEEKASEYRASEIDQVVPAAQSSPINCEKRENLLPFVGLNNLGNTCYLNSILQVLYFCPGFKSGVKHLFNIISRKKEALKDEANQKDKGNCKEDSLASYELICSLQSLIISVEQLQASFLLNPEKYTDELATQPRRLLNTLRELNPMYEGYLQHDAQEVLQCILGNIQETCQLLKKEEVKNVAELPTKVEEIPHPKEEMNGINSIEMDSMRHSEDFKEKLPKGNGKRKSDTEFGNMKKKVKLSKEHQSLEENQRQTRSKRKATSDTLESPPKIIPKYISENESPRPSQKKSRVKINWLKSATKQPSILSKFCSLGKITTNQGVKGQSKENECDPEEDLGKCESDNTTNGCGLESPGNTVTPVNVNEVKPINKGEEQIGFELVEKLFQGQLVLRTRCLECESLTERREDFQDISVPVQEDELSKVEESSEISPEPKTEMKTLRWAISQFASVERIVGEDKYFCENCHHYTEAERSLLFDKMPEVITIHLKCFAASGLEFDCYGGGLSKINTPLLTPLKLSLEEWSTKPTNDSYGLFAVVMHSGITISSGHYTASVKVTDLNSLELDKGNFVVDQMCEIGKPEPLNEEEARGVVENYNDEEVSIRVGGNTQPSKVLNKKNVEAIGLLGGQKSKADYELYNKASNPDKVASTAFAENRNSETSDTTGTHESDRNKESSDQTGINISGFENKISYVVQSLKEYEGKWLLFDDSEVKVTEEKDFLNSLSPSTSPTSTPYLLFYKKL
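High-throughput fluorogenic screen: 1nM USP1/UAF1 complex, Ub-Rho substrate 150nM final, 50mM HEPES pH 7.8 with 0.5mM EDTA, 0.1 mg/ml BSA, 1mM TCEP and 0.01% Tween-20.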
LDHA inh – blocks human lactate dehydrogenase A. purified LDHA, NADH/diaphorase-resazurin fluorescence; hits give low values. activity change, % (values are at about 110 or 230 µM). 0.15% of 480,000 active; in the data active = activity change below about -30%; inconclusive = mostly about -25% to -30%;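 note: plate controls were DMSO wells for no effect and wells without enzyme for full effect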
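Human LDH5 (2 nM) was incubated with 0.06 mM NADH and 0.2 mM pyruvate for 5 min at room temperature in Tris pH 7.4. Remaining NADH was coupled through diaphorase/resazurin, and resorufin fluorescence was read at 0 and 20 min.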
Vif-A3G inh – blocks the Vif interaction with human APOBEC3G. 0.076% of 410,000 active. AID 602310. HeLa A3G-eYFP + Vif (tagged APOBEC3G with the HIV-1 protein that degrades it), YFP fluorescence, overnight. Q9HC16. Potency, µM (series often up to 46.1 µM), without a hit: at the highest dose activity, negative = active, hits mostly inhibitors;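 note: potency is the fitted concentration of half-maximal effect; % is set by controls: 0 for no effect and ±100 for the full control effect; nearly all actives have a fitted effect of over 60% in size; hits raise eYFP signal because A3G escapes Vif-driven loss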
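HeLa cells stably expressing Vif and C-terminally eYFP-tagged A3G, seeded overnight at 37 deg C, then exposed to compound by pintool overnight at 37 deg C. Rise in yellow fluorescence (Ex 488/Em 500-530, Acumen) marks blocked Vif-driven A3G degradation.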
Glioma ERSR ind – induces the endoplasmic reticulum stress response in human glioma cells | Potency, µM, for inactives: top-dose activation, hits mostly activators | 0.02% of 420,000 active | AID 602332 | U87-MG GRP78 promoter luciferase reporter, 16 h; note: potency is the fitted concentration of half-maximal effect; series mostly up to about 76 µM; % of control where 0% means no effect; nearly all actives have a fitted effect of over 35% in size
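Stably transfected U87-MG human glioma cells carrying a GRP78-based luminescent sensor were seeded at 1000 cells/well, pin-dosed with compounds and incubated 16 h. Luciferase reagent was then added, and end-point luminescence was read after 10 min at room temperature.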
Starred values were filed as active, the others as inactive; & = joins results of further samples; [ ] = remark or other dose. Unless noted, calls come from the whole dose curve; as a rule, active = well fitted curve in the direction sought with a large enough effect; inconclusive = small, poorly fitted or top-dose-only effect, or another doubt; inactive = no such curve, though single readings can be large; an effect the other way counts as inactive or inconclusive. Not all compounds are listed; rates above refer to the full screens.

What do the screens show for `CC1=CCC(C(C)(C)NC(=O)c2ccccc2)C/C1=N\O` (configuration not stated)?
TrxR1 substrate: 7.2%; PI4K2A block: 0.5; Vif-A3F inh: -2.5%; mIDH1 inhibitor: 0.9%; USP1-UAF1 inh: -9.5%; LDHA inh: -0.2; Vif-A3G inh: 0.5%; Glioma ERSR ind: -6.3%

How did CCOc1nonc1C(=N)/C(C(C)=O)=C(\C)O do in these assays?
TrxR1 substrate: -2.6%; PI4K2A block: -4.6; RXFP1 ag: -0.4%; mIDH1 inhibitor: 8.6%; USP1-UAF1 inh: -15.1%; LDHA inh: -3.5; Vif-A3G inh: 1.6%; Glioma ERSR ind: -5.1%

How did CCOc1ccc(N2C(=O)CC(N(C)Cc3ccccc3)C2=O)cc1 (configuration not stated) do in these assays?
TrxR1 substrate: -9.9%; PI4K2A block: 0.1; RXFP1 ag: 1.5%; Vif-A3F inh: -3.1%; mIDH1 inhibitor: -0.9%; USP1-UAF1 inh: -12.3%; LDHA inh: -2.5; Vif-A3G inh: 1.7%; Glioma ERSR ind: 0.6%

How did CCOC(=O)CSc1nnc(NC(=O)c2cccc(S(=O)(=O)N3CCCCC3)c2)s1 do in these assays?
TrxR1 substrate: 19.0%; PI4K2A block: -2.0; RXFP1 ag: 0.5%; Vif-A3F inh: -1.4%; mIDH1 inhibitor: -0.1%; USP1-UAF1 inh: -24.1%; LDHA inh: -1.3; Vif-A3G inh: 1.7%; Glioma ERSR ind: -2.0%

What do the screens show for `COC(=O)c1c(-c2ccccc2OC)sc2cc3c(cc12)OCO3`?
TrxR1 substrate: 27.8%; PI4K2A block: 1.7; Vif-A3F inh: 1.7%; mIDH1 inhibitor: 3.5%; USP1-UAF1 inh: -10.4%; LDHA inh: 1.1; Vif-A3G inh: 0.3%; Glioma ERSR ind: 3.7%

What do the screens show for `O=C(O)Cn1nc(-c2ccccc2)c2ccccc2c1=O`?
TrxR1 substrate: 0.5%[57.1 µM]; PI4K2A block: 2.2; RXFP1 ag: 1.1%; Vif-A3F inh: -3.9%; mIDH1 inhibitor: 6.7%; USP1-UAF1 inh: 1.2%; LDHA inh: -6.4&-3.9; Vif-A3G inh: 1.6%; Glioma ERSR ind: -3.6%

How did CC1CC(C)CN(S(=O)(=O)N2CCC(C(=O)NCCc3ccccc3)CC2)C1 (configuration not stated) do in these assays?
TrxR1 substrate: -1.9%; PI4K2A block: -0.1; RXFP1 ag: 1.8%; Vif-A3F inh: 3.5%; mIDH1 inhibitor: -7.2%; USP1-UAF1 inh: -15.0%; LDHA inh: -0.8; Vif-A3G inh: 1.7%; Glioma ERSR ind: -5.2%

What do the screens show for `Cc1ccccc1NC(=O)NC1(C(=O)N2CCCC2)CCCCC1`?
TrxR1 substrate: -7.0%[57.1 µM]; PI4K2A block: -3.4; RXFP1 ag: -2.7%; Vif-A3F inh: -1.1%; mIDH1 inhibitor: 10.0%; USP1-UAF1 inh: -0.6%; LDHA inh: 4.1; Vif-A3G inh: -8.6%; Glioma ERSR ind: -4.1%

Results for Cc1cc(C)n2nc(C(=O)OCC(=O)NC3CCCCC3)nc2n1 ?
TrxR1 substrate: 8.7%; PI4K2A block: 0.0; RXFP1 ag: 2.5%; Vif-A3F inh: 0.9%; mIDH1 inhibitor: 1.4%; USP1-UAF1 inh: -25.2%; LDHA inh: -4.2; Vif-A3G inh: 0.0%; Glioma ERSR ind: -2.3%

What do the screens show for `CC(=O)Nc1sc2c(c1C(=O)N1CCOCC1)CCCCC2`?
TrxR1 substrate: 3.1%; PI4K2A block: 0.2; RXFP1 ag: 1.8%; Vif-A3F inh: -7.3%; mIDH1 inhibitor: -6.3%; USP1-UAF1 inh: 6.5%; LDHA inh: 1.4; Vif-A3G inh: 0.1%; Glioma ERSR ind: -1.0%

How did COc1cccc(NC(=O)Cn2c(CCC(=O)O)ccc2-c2cccs2)c1 do in these assays?
TrxR1 substrate: 2.1%; PI4K2A block: -1.7; RXFP1 ag: -0.4%; Vif-A3F inh: 2.9%; mIDH1 inhibitor: -4.9%; USP1-UAF1 inh: -8.1%; LDHA inh: 0.5; Vif-A3G inh: -0.7%; Glioma ERSR ind: -1.3%

Results for COc1ccc(S(=O)(=O)N(CC(=O)Nc2cccnc2)c2ccc(Cl)cc2)cc1 ?
TrxR1 substrate: 0.4%; PI4K2A block: -0.9; RXFP1 ag: 4.4%; Vif-A3F inh: -5.2%; mIDH1 inhibitor: -5.3%; USP1-UAF1 inh: -6.2%; LDHA inh: 2.8; Vif-A3G inh: -10.1%; Glioma ERSR ind: 0.5%

What do the screens show for `O=C(COc1cccnc1[N+](=O)[O-])Nc1cccc(Br)c1`?
TrxR1 substrate: -2.6%[2.29 µM]; PI4K2A block: -1.0; Vif-A3F inh: -0.3%; mIDH1 inhibitor: 7.7%; USP1-UAF1 inh: -4.5%; LDHA inh: -1.3; Vif-A3G inh: -1.3%; Glioma ERSR ind: 0.6%

Results for COc1cc(OC)cc(-c2c(C#Cc3ccsc3)c3cc(Br)ccc3n2C)c1 ?
TrxR1 substrate: 10.6%[57.1 µM]; PI4K2A block: -2.3; RXFP1 ag: 2.0%; Vif-A3F inh: 1.3%; mIDH1 inhibitor: 0.0%; USP1-UAF1 inh: -8.7%; LDHA inh: 1.4; Vif-A3G inh: 2.9%; Glioma ERSR ind: 2.7%

What do the screens show for `COC(=O)c1cc(S(=O)(=O)NC2CCN(Cc3ccccc3)CC2)cn1C`?
TrxR1 substrate: -10.8%; PI4K2A block: -4.3; RXFP1 ag: 2.0%; Vif-A3F inh: -0.9%; mIDH1 inhibitor: 0.5%; USP1-UAF1 inh: -3.7%; LDHA inh: 1.6; Vif-A3G inh: -1.5%; Glioma ERSR ind: -0.3%

What do the screens show for `CCN1CCN(c2cc(C)c3cc(NC(=S)NCCN(C)C)ccc3n2)CC1`?
TrxR1 substrate: 5.5%; PI4K2A block: 19.5; RXFP1 ag: 0.9%; Vif-A3F inh: 8.2%; mIDH1 inhibitor: 10.5%; USP1-UAF1 inh: -14.5%; LDHA inh: 0.9; Vif-A3G inh: -1.1%; Glioma ERSR ind: -8.1%

What do the screens show for `COC(=O)c1ccc(C(=O)NC2CCCc3c2cnn3-c2cc(F)cc(F)c2)nc1` (configuration not stated)?
TrxR1 substrate: -4.4%; PI4K2A block: 1.8; RXFP1 ag: -1.2%; Vif-A3F inh: 0.7%; mIDH1 inhibitor: 1.3%; USP1-UAF1 inh: -19.6%; LDHA inh: -0.1; Vif-A3G inh: inconclusive; Glioma ERSR ind: 0.6%

How did CCN(CC)CCNC(=O)c1ccc(Cn2c(=O)c3cccn3c3cccnc32)cc1 do in these assays?
TrxR1 substrate: 5.6%; PI4K2A block: 1.4; RXFP1 ag: 1.0%; USP1-UAF1 inh: -11.1%; LDHA inh: 1.0

Results for COc1ccccc1CNc1nc2nc3c(c(=O)n2[nH]1)CCC3 ?
TrxR1 substrate: 6.1%[57.1 µM]; PI4K2A block: -5.6; RXFP1 ag: 1.6%; Vif-A3F inh: -6.1%; mIDH1 inhibitor: 7.2%; USP1-UAF1 inh: -4.6%; LDHA inh: 2.5; Vif-A3G inh: -6.1%; Glioma ERSR ind: -2.5%

What do the screens show for `COc1ccccc1CNC(=O)COC(=O)c1ccccc1SCC(=O)N1CCCC1`?
TrxR1 substrate: -6.6%; PI4K2A block: 2.2; RXFP1 ag: 1.8%; Vif-A3F inh: 5.1%; mIDH1 inhibitor: -0.4%; USP1-UAF1 inh: -7.0%; LDHA inh: -2.7; Vif-A3G inh: -0.7%; Glioma ERSR ind: -0.8%

What do the screens show for `CCOc1ccc(C(=O)Nc2ccccc2C(=O)OCc2cc(=O)n3nc(C4CC4)sc3n2)cc1`?
TrxR1 substrate: 3.4%[57.1 µM]; PI4K2A block: -3.5; RXFP1 ag: -0.5%; Vif-A3F inh: 0.8%; mIDH1 inhibitor: 11.8%; USP1-UAF1 inh: 0.1%; LDHA inh: -5.0; Vif-A3G inh: -3.9%; Glioma ERSR ind: -0.6%

How did CCOC(=O)c1c(NC(C)=O)sc2c(O)c(Br)ccc12 do in these assays?
TrxR1 substrate: 9.9%; PI4K2A block: 4.0; RXFP1 ag: 1.5%; Vif-A3F inh: -7.3%; mIDH1 inhibitor: 4.8%; USP1-UAF1 inh: -9.9%; LDHA inh: 5.4; Vif-A3G inh: -6.6%; Glioma ERSR ind: -0.7%

What do the screens show for `COc1ccccc1CNC(=O)c1ccc2c(c1)sc1nc(-c3ccc(F)cc3)cn12`?
TrxR1 substrate: 8.9%[11.4 µM]; PI4K2A block: -0.4; RXFP1 ag: -1.0%; Vif-A3F inh: 3.5%; mIDH1 inhibitor: -5.8%; USP1-UAF1 inh: -7.0%; LDHA inh: -1.6; Vif-A3G inh: -1.9%; Glioma ERSR ind: 2.7%
